Bioassay records from PubChem BioAssay.
ARNT TACC3 PPI = disruptors of ARNT/TACC3 protein interaction, primary screen, biochemical, AlphaScreen, single concentration; Transforming acidic coiled-coil-containing protein 3 (Homo sapiens), Q9Y6A5; AlphaScreen His-ARNT PAS-B/GST-TACC3 binding, luminescence; TACC3 fragment carries E629A point mutation; inhibition, % at 9.99 µM; 390,000 tested, 0.66% active; AID 623870, 2012;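 active = mean inhibition of replicates at least 50% and at least half of replicates each reaching 50%; inconclusive = half or more replicates reach 50% but mean below 50%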;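 also: 0% = complete ARNT plus TACC3 wells and 100% = ARNT alone without TACC3; many hits fall short of the cut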
ERAP1 HTS inh = human ERAP1 aminopeptidase inhibitors, primary screen, biochemical, single point, plate reader | recombinant ERAP1, Leu-AMC fluorescence, 60 min | inhibition, % at 10.7 µM | 340,000 tested, 0.15% active | AID 652197, 2013;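 active = mean replicate inhibition of at least 30%, or all replicates individually reaching that 30% level; inactive = mean below 30% and not every replicate reaching it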;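 also: 0% = neutral control wells and 100% = L-leucinethiol positive control wells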
RAD54 inh = inhibitors of human RAD54 branch migration, primary screen, biochemical, fluorescence, single point | inhibition, % at 10.4 µM | 360,000 tested, 0.14% active | RAD54 Holliday junction branch migration, FAM/BHQ fluorescence | DNA repair and recombination protein RAD54-like (Homo sapiens), Q92698;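 active = mean normalized replicate activity at least 40 and at least half of replicates scoring 40 or more; inconclusive = only one of the two criteria met; inactive = mean below 40 and under half of replicates reaching 40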;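 also: 0% = median of neutral control wells and 100% = median of positive control wells; inhibitors cause a drop in the FAM fluorescence signal; in these data hits start at about 50%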
esBAF inh = Bmi1 luciferase reporter increase in mESCs, primary screen, esBAF inhibitor project, mouse ES cells, Bmi1 luciferase knock-in, single point | AID 602393, 2012 | 24 h; 100% = twice the neutral-well signal | reporter increase, % at 12.5 µM | 350,000 tested, 2% active; in the data active = activation above about 40%; inconclusive = no clear call, values can overlap the other calls;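 also: 0% = median of the plate's neutral control wells and 100% = double that signal; a rise in the Bmi1 reporter signal indicates esBAF inhibition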
INS-1E GSIS act = GLuc luminescence reporter in INS-1E cells, primary screen for activators of glucose-dependent secretion of insulin | AID 743287, 2014 | 370,000 tested, 0.61% active | INS-1E GLuc reporter insulin secretion, 2-3 h | activation, % at 16.6 µM;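 active = lowest replicate activation of at least 40%, so every replicate reaches that level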;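 also: 0% = median of neutral control wells and 100% = median of IBMX positive control wells; some compounds called inactive have numbers as strong as hits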
F508del corr = F508del CFTR correction, initial screen, CFBE line, single point; CFBE cells, YFP halide quenching; stimulated with forskolin plus potentiator P3; % fluorescence drop versus neutral controls; AID 720511, 2013; activity (quench increase), % at 7.58 µM; 350,000 tested, 0.36% active;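 active = mean added fluorescence quench of at least 8% versus neutral control, with both replicates also reaching 8%; inconclusive = only one of the mean or replicate conditions met; inactive = mean below 8% and not both replicates reaching 8%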;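 also: cells transiently co-express mutant CFTR-F508del with the halide-sensitive YFP; corrector assay measuring rescue of mutant channel to the surface after 24 h compound exposure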
RAD52 inh = RAD52 DNA annealing inhibitors, primary screen, biochemical, FRET, single point, set 2 | recombinant RAD52 DNA annealing, FRET fluorescence | inhibition, % at 18.7 µM | 360,000 tested, 0.46% active;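 active = every replicate showing at least 50% inhibition; inconclusive = mean inhibition at least 50% but not in every replicate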
Target sequence (P43351 whole entry, looked up): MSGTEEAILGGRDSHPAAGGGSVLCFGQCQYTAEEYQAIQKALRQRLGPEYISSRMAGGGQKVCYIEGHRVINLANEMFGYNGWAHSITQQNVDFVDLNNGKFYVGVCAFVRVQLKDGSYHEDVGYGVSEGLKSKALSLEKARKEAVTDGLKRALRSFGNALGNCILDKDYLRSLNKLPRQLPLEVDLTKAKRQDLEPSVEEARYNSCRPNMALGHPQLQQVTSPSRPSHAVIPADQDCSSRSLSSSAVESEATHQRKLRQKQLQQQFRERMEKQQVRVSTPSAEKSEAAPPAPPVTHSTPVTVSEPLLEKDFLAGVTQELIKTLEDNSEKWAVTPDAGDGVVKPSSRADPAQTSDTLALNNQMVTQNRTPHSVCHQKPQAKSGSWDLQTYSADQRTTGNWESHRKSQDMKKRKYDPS
XiGFP reactiv = activators of inactive X chromosome reactivation, primary screen, imaging, XiGFP fibroblasts, GFP high-content imaging, set 2. AID 743238, 2013. XiGFP mouse fibroblasts, % GFP-positive cells imaging, 3 d; cells co-treated with 5-aza-dC sensitizer; scaled so ellipticine positive control = 100%. 360,000 tested, 0.055% active. activation, % at 7.58 µM;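 active = mean normalized replicate activation at least 10% and every replicate at or above 10%; inconclusive = only one of the two criteria met; inactive = mean below 10% and not all replicates reach 10%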;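 also: 0% = median of on-plate neutral control wells and 100% = ellipticine 6 µM median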
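System: SV40-immortalized XiGFP fibroblast cells, line 68-5-11 / Incubation: 3-day compound exposure, then 15 min fixation at room temperature / Compound: single concentration per compound, delivered by pin transfer / Buffer or medium: DMEM plus 5-aza-dC sensitizer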
* hit, by the source's call; u = inconclusive; x = no result given; & = joins results of further samples.

SMILES	ARNT TACC3 PPI	ERAP1 HTS inh	RAD54 inh	esBAF inh	INS-1E GSIS act	F508del corr	RAD52 inh	XiGFP reactiv
C/C=C/c1ccc2c(c1)O[C@@H](CN(C)C(C)=O)[C@H](C)CN([C@@H](C)CO)S2(=O)=O	-7	-2	1	0	9	-2.9	-1	0.0
O=C(Nc1ccccc1)C1CCOC1=O (stereo not given)	x	x	-7	-1	x	-1.4	-8	0.0
COc1cc(S(=O)(=O)N2CCN3CCCC3C2)ccc1-n1cnnn1 (stereo not given)	-5	4	-4	-5	0	-0.5	-21	x
Cn1ncc2c(Nc3ccc(Cl)cc3)ncnc21	4	2	-1	15	14	-0.9	-7	0.0
O=C(N[C@@H](Cc1ccccc1)C(=O)N1CCC2(CC1)NCCc1[nH]cnc12)c1cccc(Br)c1	11	0	-6	-6	12	-0.1	3	0.3
O=C(C[n+]1cc(-c2ccc(Br)cc2)n2c1CCCCC2)c1ccccc1	8	7	x	x	-30	x	-3	0.0
CCn1c(SCC(=O)Nc2ccc(OC)c(OC)c2)nnc1-c1cnccn1	1	0	-11	2	13	-1.4	-13	0.1
Cc1ccc2c(c1)c1c3n2CCN(CC#N)C3CCC1 (stereo not given)	-2	3	9	-1	-3	3.6	-7	0.0
COC(=O)[C@]1(Sc2ccccc2)CC(=O)N[C@@H]1c1ccccc1	x	x	x	x	3	0.8	-23	0.1
COc1ccc(-c2csc(NC(=O)CCn3cnc4ccccc4c3=O)n2)cc1OC	-2	0	2	2	0	1.4	-5	x
CC(C)OCCCNC(=O)C1CC(=O)N(CCc2ccc(F)cc2)C1 (stereo not given)	3	-3	-27	-8	13	1.7	-21	0.0
COc1ccc(CNC(=O)C2Cc3ccccc3CN2C(=O)c2ccco2)cc1 (stereo not given)	-6	-4	-1	4	1	-0.8	-6	0.0
COC(=O)c1cc(OC)c(OC)cc1NC(=O)c1cc(-c2ccccc2)nc2ccccc12	-14	x	11	-6	2	x	x	x
CCOc1ccc(/C=N/NC(=O)CC(=O)NCc2ccccc2)cc1	x	-7	x	x	-1	1.6	-19	0.0
CCCCCCC12C(=Cc3cc4c(cc31)OCCO4)c1cc(OC)c(OC)cc1C(CC(=O)OC)N2C(=O)OC (stereo not given)	x	0	x	x	x	1.7	-15	-0.1
CCCN(C)C[C@@H]1Oc2cc(-c3ccccc3)ccc2S(=O)(=O)N([C@@H](C)CO)C[C@@H]1C	-4	1	1	6	-4	-0.5	-12	-0.9
CC(=O)Nc1ccc(S(=O)(=O)N2CCN(C(=O)C(=O)c3cccc(C(F)(F)F)c3)CC2)cc1	x	5	x	x	-32	0.2	-15	0.0
NS(=O)(=O)c1ccc(NC(=O)C2Cc3ccccc3CN2C(=O)c2ccco2)cc1 (stereo not given)	-1	-3	-6	0	10	2.9	-27	0.2
Cc1cccc(NC(=O)c2ccc(C3SCC(=O)N3CCc3ccccc3)cc2)c1 (stereo not given)	-2	0	3	x	x	x	-4	0.0
COc1cccc(CN2[C@@H](CO)[C@H](c3ccccc3)C23CN(C(=O)C2CCCCC2)C3)c1	x	-1	x	x	-10	2.1	-3	0.2
COc1cccc(-c2ccc3c(c2)O[C@@H](CN(C)C(=O)c2ccccc2F)[C@H](C)CN([C@H](C)CO)S3(=O)=O)c1	4	x	-5	14	-23	-2.0	37	0.3
C[C@]12C(=O)N(c3ccc(C(F)(F)F)cc3)C(=O)N1[C@@H]1c3ccccc3OC[C@@H]1[C@H]2c1ccccc1	-3	3	3	3	6	0.2	-10	0.1
COc1ccc(C(=O)NCCS(=O)(=O)NCC2CCCO2)cc1 (stereo not given)	0	0	10	-5	-2	1.1	1	0.1
C[C@@H]1CCCCO[C@@H](CN(C)C(=O)Cc2ccccc2)[C@H](C)CN([C@@H](C)CO)C(=O)c2cc(NS(=O)(=O)c3cccs3)ccc2O1	20	1	0	6	-21	-1.2	-13	-0.3
CC1C(=O)N2CCCc3cc(S(=O)(=O)Nc4ccccc4C(N)=O)cc1c32 (stereo not given)	-12	2	-13	3	17	1.2	-7	0.1
COCCCn1c(-c2cccs2)nc2nc3ccccc3nc21	-3	x	-3	x	11	-1.1	-16	0.0
CC(C)CCC(C)NC(=O)c1ccc2nccnc2c1 (stereo not given)	0	-2	3	30	-6	-2.2	-20	-0.1
C[C@@H]1CN([C@@H](C)CO)C(=O)c2c(c3ccccc3n2C)-c2ccccc2CO[C@@H]1CN(C)C(=O)Nc1cccc(F)c1	3	-1	1	0	-17	-1.2	18	-0.2
CCOC(=O)C1CCCN(C(=O)C2CCN(S(=O)(=O)c3ccc(Cl)c(C(F)(F)F)c3)CC2)C1 (stereo not given)	-4	0	-1	3	-19	1.0	-10	0.0
CNC[C@H]1Oc2ccc(NC(=O)Cc3ccccc3)cc2CC(=O)N([C@H](C)CO)C[C@H]1C	-5	3	-5	-2	7	-2.8	-2	-0.1
CCOCCCNC(=O)c1cc(=O)n(Cc2cccc(C)c2)c2ccccc12	13	-1	x	x	9	-0.6	-18	0.0
CNC(=S)N(CCc1c(C)[nH]c2ccc(OC)cc12)Cc1ccco1	9	1	-4	-4	-13	5.3	-19	0.3
CCCCN1C(=O)C(CC(=O)NCc2cccs2)CC(C(=O)N(CC)CC)=C1C (stereo not given)	x	1	-9	1	0	-1.5	-17	0.0
CCNC(=O)C(=O)NCC(c1ccc2c(c1)OCO2)N1CCOCC1 (stereo not given)	x	1	-6	-5	4	-3.4	-1	0.0
COc1cc(/C=N/Nc2ccccn2)ccc1OCC(C)C	15	-1	-3	u	-5	-4.2	4	0.1
COC(=O)[C@]12C[C@H](CC(=O)N3CCSCC3)C(=O)N(Cc3ccccc3)C1=C[C@H](C(C)(C)C)O[C@@H]2C	x	1	x	x	x	0.0	-12	0.3
CCCC#Cc1cnc2c(c1)C(=O)N([C@H](C)CO)C[C@@H](C)[C@H](CN(C)C(=O)c1ccc(F)cc1)O2	8	1	-3	3	-13	-1.8	13	-1.1
O=C(Nc1cccc(Cl)c1)Nc1ccc2nccnc2c1	12	-3	-5	97*	-3	0.8	-13	0.1
CS(=O)(=O)N(CC(=O)NCCC1=CCCCC1)c1cccc([N+](=O)[O-])c1	-2	-1	x	x	-22	1.3	-4	0.0
CC(C)(C)OC(=O)N1CCC(c2cc(=O)n3[nH]cc(C(=O)Nc4ccc(F)c(Cl)c4)c3n2)CC1	-1	-3	x	x	-48	0.2	-2	-0.2
C[C@@H]1CN([C@@H](C)CO)C(=O)c2cccc(N(C)C)c2O[C@@H]1CN(C)C(=O)Nc1ccccc1	-5	6	0	5	-4	-0.4	-3	0.1
O=C(C1=C[C@@H](c2ccc(Br)cc2)C[C@@H](OCc2ccc(CO)cc2)O1)N1CCCC1	2	2	-6	x	x	-0.7	3	x
O=C(NCc1ccco1)c1ccc2c(c1)N(Cc1ccccc1)C(=O)CS2=O (stereo not given)	1	0	-6	-2	-17	-0.6	-23	0.3
ON(Cc1c(F)cccc1Cl)Cc1c(F)cccc1Cl	-6	1	2	-1	1	-4.1	2	0.1
CC(C)NC(=O)Cn1cc(C#N)c2cc(Br)ccc21	-11	x	-3	-5	-6	x	x	x
CN(Cc1cnn(-c2ccc(F)cc2)c1)C(=O)[C@H]1O[C@@H](n2ccc(N)nc2=O)[C@H](O)[C@@H]1O	x	0	-1	4	8	0.8	-15	0.5
CO[C@H]1CN(C)C(=O)c2ccc(NC(=O)c3ccc(-c4ccccc4)cc3)cc2OC[C@H](C)NC[C@@H]1C	x	-4	x	x	16	-11	41	-0.4
Cc1ccn2c(NC3CCCC3)c(-c3ccsc3)nc2c1	4	x	-4	3	6	-1.1	-13	0.1
CC(C)NC(=O)N(C)C[C@@H]1Oc2ccc(NS(=O)(=O)c3cccs3)cc2C(=O)N([C@H](C)CO)C[C@@H]1C	x	x	x	-2	11	1.5	x	-0.9
N#C[C@H]1[C@@H](c2ccc(C#Cc3ccccc3F)cc2)[C@H](CO)N1C(=O)c1cccnc1	7	-3	-5	-4	-9	1.1	-120	-0.1
The results go on.
SMILES	ARNT TACC3 PPI	ERAP1 HTS inh	RAD54 inh	esBAF inh	INS-1E GSIS act	F508del corr	RAD52 inh	XiGFP reactiv
CCCc1cc(Nc2ccccc2)n2ncnc2n1	-3	1	-6	4	x	1.0	5	0.0
C[C@H]1CN([C@@H](C)CO)S(=O)(=O)c2ccc(C3=CCCC3)cc2O[C@@H]1CN(C)C(=O)C1CCCCC1	0&4	1&-1&1	-2&-9&-5	2&0&-3	-9&-1	-0.4&-0.8&-2.4	-17&7&23	0.3&-0.5
COc1cccc(CN(C)C(=O)c2cc(-c3ccc(OC)c(OC)c3)nc3ccccc23)c1	-2	-5	7	x	19	0.8	-20	0.1
O=C(C[C@@H]1CC[C@H]2[C@@H](COC[C@H](O)CN2S(=O)(=O)c2ccc(Cl)cc2)O1)NCCN1CCCCC1	x	0	x	x	13	-1.3	-9	0.0
Cc1ccc(OCCN2CCN(C(=O)CCC(=O)Nc3nnc(CC(C)C)s3)CC2)cc1	5	-1	x	x	-31	-1.7	-2	0.2
C[C@@H]1CCCCO[C@@H](CN(C)CC2CCCCC2)[C@@H](C)CN([C@H](C)CO)C(=O)c2cc(NS(=O)(=O)c3ccc(F)cc3)ccc2O1	5	-7	7	5	-5	-1.7	31	0.0
COCC(=O)N(C)C[C@H]1Oc2cc(-c3ccccc3)ccc2S(=O)(=O)N([C@H](C)CO)C[C@H]1C	-7	2	-1	-3	3	1.3	-6	-0.8
Cc1cc(NC(=O)COC(=O)CNC(=O)c2cccs2)c([N+](=O)[O-])cc1C	-3	3	4	-3	-4	1.7	-10	0.5
O=C(NCC[C@H]1CC[C@@H](NS(=O)(=O)c2cccc(F)c2)[C@@H](CO)O1)C1CCOCC1	-12	-1	-1	2	16	-0.4	4	0.4
CCCn1nc(C(=O)OCc2nc(N)nc(Nc3ccccc3C)n2)c2ccccc2c1=O	10	2	-2	8	-11	3.2	-15	0.0
O=C(Nc1cc(F)ccc1F)N1CCCCN2[C@H](C1)[C@@H](c1ccc(-c3ccncc3)cc1)[C@@H]2CO	3	-4	-5	x	26	0.5	-30	0.1
O=C(CSc1nncc2ccccc12)Nc1ccc(C(=O)O)cc1	-4	-3	-12	3	13	0.0	-11	1.0
COc1cc(C(=O)OCC(=O)Nc2ccc3c(c2)OC(F)(F)O3)ccc1OCc1c(C)noc1C	2	x	0	-1	-23	x	x	x
CN(C(=O)c1ccc(NC(=O)C2CCCN(C(=O)OC(C)(C)C)C2)cc1)C1CCC1 (stereo not given)	-2	x	12	6	-29	-0.6	24	-0.1
CC(=O)Nc1ccc(CN2C(=O)C(C)ON=C2c2ccccc2-c2ccco2)cc1 (stereo not given)	x	x	-4	-6	1	3.5	-57	-0.1

This is a random part of the collection (roughly 3.3% active in at least one column).
